Source: PubChem (National Center for Advancing Translational Sciences (NCATS))
TSHR antagonist = human thyrotropin receptor antagonism; P16473; TSHR-expressing cells, TSH-stimulated cAMP HTRF, 2 h; stronger effect = lower value; actives 0.2% (n = 330,000); activity change, negative = inhibition, % at 11.5 µM; AID 504810;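 active = activity change below a set negative limit, meaning inhibition stronger than a set level, cut at about -70% in these data; inconclusive = activity change between two set negative limits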; note: % is set by controls: 0 for no effect and ±100 for the full control effect
Target sequence (P16473 whole entry, looked up): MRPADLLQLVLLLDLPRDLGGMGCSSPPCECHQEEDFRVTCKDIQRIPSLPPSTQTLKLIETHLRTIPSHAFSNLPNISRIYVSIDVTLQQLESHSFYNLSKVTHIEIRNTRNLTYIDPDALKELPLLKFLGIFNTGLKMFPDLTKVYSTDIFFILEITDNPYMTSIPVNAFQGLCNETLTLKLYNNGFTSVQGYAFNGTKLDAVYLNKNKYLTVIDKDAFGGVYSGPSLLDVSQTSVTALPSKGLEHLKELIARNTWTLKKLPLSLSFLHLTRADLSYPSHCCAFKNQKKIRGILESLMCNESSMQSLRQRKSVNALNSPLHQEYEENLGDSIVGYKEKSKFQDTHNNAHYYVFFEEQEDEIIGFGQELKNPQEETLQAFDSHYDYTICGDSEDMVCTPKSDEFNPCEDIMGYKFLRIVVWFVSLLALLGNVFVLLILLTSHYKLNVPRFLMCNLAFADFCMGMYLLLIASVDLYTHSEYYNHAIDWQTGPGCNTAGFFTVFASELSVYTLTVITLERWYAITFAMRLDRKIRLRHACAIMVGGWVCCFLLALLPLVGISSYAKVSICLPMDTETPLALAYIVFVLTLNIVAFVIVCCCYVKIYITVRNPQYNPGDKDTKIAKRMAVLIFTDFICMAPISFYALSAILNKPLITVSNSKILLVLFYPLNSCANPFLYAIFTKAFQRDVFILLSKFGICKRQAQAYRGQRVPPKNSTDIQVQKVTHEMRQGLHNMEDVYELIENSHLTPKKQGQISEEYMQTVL
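TSHR-expressing cells, 200/well, pre-treated with compound, then stimulated with EC80 TSH (4nM final) for 2 hours at 37 deg C. cAMP measured by competitive HTRF: anti-cAMP cryptate antibody in lysis buffer plus cAMP-d2, read after 30 minutes at room temperature.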
Eya2 inh = blocks the phosphatase activity of human Eya2; Potency, µM (series often up to 76.9 µM), without a hit: at the highest dose activity, negative = inhibition, actives largely listed as inhibitors; actives 0.006% (n = 330,000); O00167; AID 488837; recombinant Eya2, OMFP fluorescence dephosphorylation (OMFP is methylfluorescein phosphate); note: potency is the fitted concentration of half-maximal effect; % is set by controls: 0 for no effect and ±100 for the full control effect
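Eya2 (0.2 uM) preincubated 10 min at ambient with compound, then OMFP substrate added at 50 uM; 10 min reaction in 50 mM HEPES pH 7.5, 50 mM NaCl, 5 uM MgCl2, 0.05% BSA, 1 mM DTT. Fluorescence read at Ex 485/Em 525 nm.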
TSG101-PTAP inh = blocks PTAP/TSG101 interaction to inhibit HIV-1 budding; 340,000 tested, under 10 active; Fluorescence polarization, FITC-PTAP peptide / Tsg101 binding; AID 493005; Q99816; Potency, µM (highest dose often 115 µM), without a hit: top-dose activity change, negative = inhibition, usual class: inhibitors; active = well fitted inhibition curve with a large enough effect in the main read-out, with a control signal flat, not every such curve was filed as active; inconclusive = small, poorly fitted or top-dose-only effect, or effect the other way, or a change in a side signal; inactive = no such curve, though single readings can be large or run the other way; note: potency is the fitted concentration of half-maximal effect; % of control where 0% means no effect
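Steps: Tsg101 binding domain dispensed (10 uM final), compounds pinned in DMSO, FITC-labeled PTAP-motif peptide added (50 nM final); after 20 min binding at room temperature, polarization measured.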
Tb PFK block = inhibitors of T. brucei phosphofructokinase; Potency, µM (doses to about 57.5 µM), for the others: at the highest dose activity, negative = inhibition, hits mostly inhibitors; O15648; actives 0.17% (n = 330,000); AID 485367; T. brucei PFK, ADP-Glo luminescence;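 note: potency is the fitted concentration of half-maximal effect; 0% = uninhibited 1x PFK enzyme wells and -100% = no-enzyme wells; nearly all actives have a fitted effect of over 60% in size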
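ADP-Glo luminescence quantified ADP after 45 min at room temperature, with 1.25 nM T. brucei PFK, 0.1 mM ATP and 0.5 mM fructose-6-phosphate in pH 8.0 TEA buffer. qHTS titrations up to 57 µM; curves classified by quality.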
S-ASM inh = blocks human secretory acid sphingomyelinase; AID 504937; placental ASM, HMU-PC fluorogenic substrate, 60 min; P17405; Potency, µM (top dose mostly 57.5 µM), without a hit: top-dose activity change, negative = inhibition, usual class: inhibitors; actives 0.006% (n = 340,000); note: potency is the fitted concentration of half-maximal effect
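HMU-PC0 cleavage (9 uM final) by human placental ASM, 60 min at 37 °C following 10 min compound exposure at RT; stopped at pH 10, fluorescence Ex 386/Em 447 nm.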
Mito fusion act = blocks mitochondrial division or promotes mitochondrial fusion; S. cerevisiae fusion-defective mutant growth rescue, CellTiterGlo 48 h; Potency, µM (titrated, usually from 46.1 µM), without a hit: at the highest dose growth rescue (activation), most hits filed as activators; actives 0.23% (n = 320,000);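 note: potency is the fitted concentration of half-maximal effect; % of control where 0% means no effect; nearly all actives have a fitted effect of over 45% in size; temperature-sensitive fusion mutants such as fzo1-1 at 37 °C on non-fermentable ethanol glycerol medium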
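Compounds are tested for their ability to restore growth of mitochondrial fusion-defective yeast strains at non-permissive 37C in YPEG medium over 48 hours. Viability is quantified by luciferase luminescence.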
Integrin act MD = activators of alpha7 integrin expression for muscular dystrophy | alpha7betagal myoblasts, beta-gal FDG fluorescence, 48 h | Potency, µM (highest dose often 38.3 µM), without a hit: top-dose activation, most hits filed as activators | actives 0.064% (n = 350,000);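 note: potency is the fitted concentration of half-maximal effect; 100% = response of the positive control SU9516; nearly all actives have a fitted effect of over 60% in size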
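Alpha7betagal+/- myoblasts (passage 13) were plated 16-24 hr, then exposed to compounds (1:260 dilution of DMSO stock) for 48 hours at 37C. After MPER lysis, β-galactosidase reporter activity was read as FDG fluorescence (ex 480/em 540) after 30 minutes.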
AT treatment = candidate therapy for ataxia-telangiectasia; […] A-T fibroblasts, KAP-1 phosphorylation AlphaLISA; neocarzinostatin DNA damage 30 min before lysis; Potency, µM (top dose mostly 57.5 µM), inactives show at the top dose activation, actives largely listed as activators; actives 0.19% (n = 320,000); AID 485349; note: potency is the fitted concentration of half-maximal effect; % of control where 0% means no effect; nearly all actives have a fitted effect of over 45% in size
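ATM-like activity read as KAP-1 phosphorylation via AlphaLISA donor/acceptor antibody pairs after lysis and 6 hr at 25C. Cells were ATM-null patient fibroblasts ([…], hTERT), dosed 60 min, then exposed to the DSB inducer NCS for 30 min.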
BCR signal inh = inhibitors of chronic active B-cell receptor signaling; ABC-DLBCL IkBa-CBG/CBR reporter, luminescence ratio, 4 h; Potency, µM (top dose mostly 46.1 µM), for the others: top-dose ratio change, negative = lower green/red ratio, hits mostly inhibitors; actives 0.05% (n = 340,000); active = well fitted inhibition curve with a large enough effect in the signal ratio, with a control signal flat, not every such curve was filed as active; inconclusive = small, poorly fitted or top-dose-only effect, or effect the other way, or a change in a side signal; the % refers to the signal ratio;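 note: potency is the fitted concentration of half-maximal effect; plate controls were basal doxycycline-induced cells for no effect and cells given 10 µM MG132 for full effect; MG132 reads +100%, hits lower the ratio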
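Cell line TMD8 (human ABC DLBCL), stably expressing tet-inducible CBG68-IkBa fusion and CBR; IMDM/0.5% FBS; cpd up to 46 uM; dox induction, 4 h, 37C/5% CO2; dual luminescence; green/red ratio; MG132 control.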
ELG1 DNA repair = inhibitors of ELG1-dependent DNA repair in HEK293T cells; HEK293T ELG1-luciferase reporter, luminescence, 16 h; DNA damage induced by 5-fluorouridine; Potency, µM (highest dose often 46.1 µM), without a hit: at the highest dose activity change, negative = inhibition, actives largely listed as inhibitors; actives 2.3% (n = 330,000); note: potency is the fitted concentration of half-maximal effect; % is set by controls: 0 for no effect and ±100 for the full control effect; nearly all actives have a fitted effect of over 55% in size
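Quantitative HTS, concentration-response format. 2,000 cells/well co-treated with 5-fluorouridine and compound, 16 hr in 5% CO2 at 37 °C; ONE-Glo luminescence read after 30 min.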
TCR act = activates T cell receptor signaling | Potency, µM (top dose mostly 9.22 µM), for inactives: at the highest dose activation of IL-2 secretion, actives largely listed as activators | AID 504894 | primary human leukocytes, anti-CD3, IL-2 HTRF, 48 h | 330,000 tested, under 10 active; note: % of control where 0% means no effect
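IL-2 release read by HTRF sandwich (Eu cryptate donor, d2 acceptor, 665 nm emission) after 48 hr exposure of primary human leukocytes to compound together with anti-CD3 beads in the absence of co-stimulatory signals.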
The depositor's hits bear a star; u = inconclusive; x = not tested or not shown; [ ] = another dose, or the depositor's remark. Unless noted, calls come from the whole dose curve; as a rule, active = well fitted curve in the direction sought with a large enough effect; inconclusive = small, poorly fitted or top-dose-only effect, or another doubt; inactive = no such curve, though single readings can be large; an effect the other way counts as inactive or inconclusive. Outcome played no part in choosing rows; any-hit rate near 3.2%.

SMILES | TSHR antagonist | Eya2 inh | TSG101-PTAP inh | Tb PFK block | S-ASM inh | Mito fusion act | Integrin act MD | AT treatment | BCR signal inh | ELG1 DNA repair | TCR act
COc1cc(/C=N/Nc2ccc([N+](=O)[O-])cc2S(=O)(=O)N2CCOCC2)cc(OC)c1OC | -15 | -15% | 0% | -1% | 1% | -1% | 7% | -1% | u | u | 3%[46.1 µM]
COCc1cc(C)nc2sc(C(=O)Nc3ccccc3F)c(N)c12 | -10 | -6% | -1% | 4% | 452%[activator] | 7% | 21% | 30% | -1% | -4% | -4%
Cc1ccc(NC(=O)C2CC(=O)N/C(=N/N=C/c3ccco3)S2)cc1C (centres undefined) | -11 | -6% | 0% | 13% | -2% | 0% | 13% | 0% | -7% | -2% | -4%[46.1 µM]
CCOC(=O)c1ccc2c(c1)NCc1cccc(OC)c1O2 | -4 | -14% | -3% | -2% | 59%[activator] | 11% | -8% | 7% | u | u | 6%
Cc1cc(C)c2sc(N(CCCN(C)C)C(=O)c3ccc(S(=O)(=O)N(C)C4CCCCC4)cc3)nc2c1 | 7 | -15% | 0% | 0% | -26% | -21% | -67%[inhibitor] | -2% | 1% | u | 2%
Cc1ccc2c(CC(=O)N3CCN(S(=O)(=O)c4cccs4)CC3)coc2c1 | 0 | 0% | -4% | -1% | -4% | 1% | -7% | 0% | -24% | -17% | -1%
NS(=O)(=O)c1ccc(CCNC(=S)Nc2ccccc2)cc1 | 37 | 3% | -2% | 0% | 5% | 1% | -35%[inhibitor] | 12% | -1% | -11% | -3%[46.1 µM]
Cc1cc(N2CCN(c3ccccc3)CC2)nc(-n2nc(C)cc2C)n1 | -6 | 1% | x | -12% | -1% | -6% | -22% | 0% | u | u | x
Cn1c(=O)[nH]c(=O)c2c1nc(Br)n2CCOc1ccccc1 | -1 | -20% | -2% | -1% | 6% | -2% | 15% | -1% | u | -30% | 4%
O=C(NCc1ccccc1)c1ccc(N2C(=O)C3CCCCC3C2=O)cc1 (centres undefined) | 4 | 7% | -3% | -1% | 2% | -3% | 0% | 0% | 3% | -1% | 3%[46.1 µM]

One compound at a time, from the list above. Screens in order: TSHR antagonist, Eya2 inh, TSG101-PTAP inh, Tb PFK block, S-ASM inh, Mito fusion act, Integrin act MD, AT treatment, BCR signal inh, ELG1 DNA repair, TCR act
CCOC(=O)c1ccc2c(c1)NCc1cccc(OC)c1O2 is listed with -4, -14%, -3%, -2%, 59%[activator], 11%, -8%, 7%, u, u, 6%
Cc1ccc2c(CC(=O)N3CCN(S(=O)(=O)c4cccs4)CC3)coc2c1 is listed with 0, 0%, -4%, -1%, -4%, 1%, -7%, 0%, -24%, -17%, -1%

(more compounds)
SMILES | TSHR antagonist | Eya2 inh | TSG101-PTAP inh | Tb PFK block | S-ASM inh | Mito fusion act | Integrin act MD | AT treatment | BCR signal inh | ELG1 DNA repair | TCR act
O=[N+]([O-])c1cccc(C(=S)N2CCN(c3ccccc3F)CC2)c1 | -9 | 2% | -4% | 0% | -1% | -13% | 0% | -6% | 3% | u | 2%
COc1cccc(C2CC(=O)N3CN(c4ccccc4F)CSC3=C2C#N)c1 (centres undefined) | -1 | -17% | 1% | -9% | -4% | 3% | 7% | 4% | -15% | 8% | 6%
COc1cccc(NC(=O)CSc2ncnc3c2cnn3Cc2ccccc2)c1 | -23 | -3% | -5% | -1% | -9% | -1% | -38% | 4% | u | u | -1%
CC(=O)N(CCC(Cc1ccccc1)c1ccc2c(c1)OCO2)Cc1ccccc1F (centres undefined) | -4 | -11% | -1% | 2% | 0% | -2% | -8% | 11% | 15% | -29% | -3%
COC(=O)c1c(-c2cccs2)csc1NC(=O)CN1CCOCC1 | -16 | 4% | -4% | -1% | -5% | 13% | -7% | 7% | -13% | u | 6%
C[C@@H](N)C(=O)NC[C@H]1O[C@@H](n2cnc3c(N)ncnc32)[C@H](O)[C@@H]1O | -1 | 2% | -1% | 3% | 5% | x | -29% | 6% | 5% | 9% | 3%[46.1 µM]
O=C(C[C@H]1C/C=C\CC[C@H](Cc2ccc(F)cc2)C(=O)O[C@@H](c2ccccc2)CNC1=O)N[C@H](CO)Cc1ccccc1 | 17 | 0% | -6% | 0% | -5% | x | -8% | -1% | 0% | 21µM* | 2%
COc1ccc(CNC(=O)[C@H](C)NC(=O)N2CCn3c2nc2ccccc23)cc1 | -6 | 11% | -4% | -1% | -2% | 23% | 5% | 3% | -3% | 11% | 1%
N#CCCn1cc(/C=N/NC(=O)c2ccncc2)c(-c2ccc(F)cc2)n1 | -14 | -25% | -5% | 0% | 4% | -2% | 3% | -3% | 3% | u | 1%[46.1 µM]
C=CCNC(=O)COc1ccc(S(=O)(=O)Nc2ccc(OCC)cc2)cc1 | 20 | 6% | 0% | 0% | 3% | 1% | 20% | -3% | u | 2% | 0%[46.1 µM]
CSc1nc2nc3c(c(=O)n2[nH]1)CN(Cc1ccccc1)CC3 | -6 | -1% | -5% | 1% | 22% | 1% | -12% | -2% | u | -3% | 2%
O=C(Nc1ccccc1)c1ccc(NCc2cccnc2)c(S(=O)(=O)N2CCOCC2)c1 | 4 | 3% | -6% | 0% | -5% | 2% | 6% | 0% | -14% | u | 5%
COC(=O)C1=NNC2(c3ccc(Cl)cc3)C(=O)N(c3ccc(Cl)cc3)C(=O)C12 (centres undefined) | -4 | 13% | -3% | -2% | -4% | -1% | 17% | 0% | -13% | 5% | 5%[46.1 µM]
Cc1ccc(NC(=O)CCC(C(=O)O)N2C(=O)c3ccccc3C2=O)cc1 (centres undefined) | 3 | -5% | -1% | 0% | -1% | 0% | 23% | -5% | 5% | 11% | -5%
O=C(O)c1cc(O)c2c(c1)[C@@H]([C@H]1c3cc(C(=O)O)cc(O)c3C(=O)c3c(O[C@@H]4O[C@H](CO)[C@@H](O)[C@H](O)[C@H]4O)cccc31)c1cccc(OC3O[C@H](CO)[C@@H](O)[C@H](O)[C@H]3O)c1C2=O (some centres undefined) | -4 | -33% | -3% | u | -13% | -10% | x | -15% | 0% | -9% | 13%
O=C(CN1CCOCC1)Nc1nc(-c2ccccc2)cs1 | 3 | 1% | -5% | 1% | 0% | 1% | 19% | -4% | u | -8% | 0%
C[C@@H]1CN(Cc2nc(-c3ccc(Cl)cc3)no2)C[C@H](C)O1 | 1 | -3% | 0% | -1% | -1% | -7% | 7% | 6% | 14% | -4% | 1%
CC(C)Oc1ccc(CN2CCC(n3nccc3NC(=O)c3cccnc3)CC2)cc1 | 4 | -3% | -1% | -1% | 8% | -5% | 4% | 7% | -7% | -4% | 1%
CCN(CC(=O)NCc1ccc(F)cc1)C(=O)c1ccc2c(c1)OCO2 | -4 | 7% | -4% | 1% | 2% | -2% | 26% | 2% | 2% | -5% | 0%
N#CC1(C#N)COC23CCCCC2C1(C#N)C(=N)O3 (centres undefined) | -20 | -1% | -6% | 1% | x | 0% | -7% | 21% | x | -9% | -1%
O=C(COC(=O)COc1cc(Cl)c(Cl)cc1Cl)NC1CC1 | -4 | 6% | 0% | -4% | 4% | x | 5% | 7% | u | 13% | -1%
O=C(c1cccc(Cl)c1)C1CCCN(C(=O)c2ccc3c(c2)OCO3)C1 (centres undefined) | -9 | 5% | -6% | -6% | -1% | 0% | -9% | 3% | 0% | -4% | 2%
Cc1ccc(S(=O)(=O)Nc2ccc(C(=O)NCCCN3CCOCC3)cc2)cc1[N+](=O)[O-] | 10 | 1% | -4% | 8% | -2% | -1% | -24% | 3% | 6% | 21% | -2%
COC(=O)c1cc(OCC(=O)Nc2ccc3c(c2)CCC3)cc(C(=O)OC)c1 | x | 12% | -1% | -1% | -3% | x | -17% | u | 2% | -1% | 4%
Cc1ccc(C)c(/C(O)=C2\C(=O)C(=O)N(CCCN3CCOCC3)C2c2cccnc2)c1 (centres undefined) | 4 | -23% | -4% | -5% | 3% | -4% | 26% | -5% | 5% | 9% | -6%
